# mIAP activ = increases mouse intestinal alkaline phosphatase activity; muIAP, CDP-Star luminescence, 30 min; stronger effect = higher value; 1 = vehicle-only enzyme signal, 0 = enzyme-free wells; activation factor at 10 µM; hit rate 0.24% among 330,000; AID 2805;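 active = activation factor of at least 2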; note: the source names both 10 and 20 µM as test concentration; values of inactives mirror those of a sister screen read the other way
#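 Assay system: mouse IAP enzyme; Reagent: CDP-Star chemiluminescent phosphatase substrate; Compound: DMSO-dissolved test compounds; Incubation: 30 min, room temperature; Technique: luminescence from enzymatic CDP-Star hydrolysis; Controls: DMSO-only wells and no-enzyme negative control.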
# mIAP inh = mouse IAP inhibition; purified mouse IAP, CDP-Star luminescence, 30 min; inhibition, % at 10 µM; hit rate 0.2% among 330,000;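 active = inhibition of at least 40% at 10 µM in the primary screen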;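 note: plate controls were DMSO with enzyme for no effect and no enzyme wells for full effect; values of inactives mirror those of a sister screen read the other way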
# MIN6 prolif = induces beta-cell replication in MIN6 cells; MIN6 cells proliferation, ATPlite luminescence, 48 h; cells starved in 0.2% serum; 100% = growth in 10% serum; proliferation, % at 10 µM; hit rate 0.29% among 330,000; AID 2380;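 active = compounds whose signal lies at least 3.5 SD above the mean of all wells on their plate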;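 note: 0% = DMSO-treated cells in low-serum medium and 100% = 10% serum control; some compounds called inactive have numbers as strong as hits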
# hIAP activ = human IAP activation; P09923; hit rate 0.16% among 330,000; purified human IAP, CDP-Star luminescence, 30 min; stronger effect = higher value; 1 = vehicle-only enzyme, 0 = enzyme-free background; activation factor at 10 µM;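 active = activation factor of the enzyme at least 2-fold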; note: the source names both 10 and 20 µM as test concentration; values of inactives mirror those of a sister screen read the other way
# Target sequence (P09923 whole entry, looked up): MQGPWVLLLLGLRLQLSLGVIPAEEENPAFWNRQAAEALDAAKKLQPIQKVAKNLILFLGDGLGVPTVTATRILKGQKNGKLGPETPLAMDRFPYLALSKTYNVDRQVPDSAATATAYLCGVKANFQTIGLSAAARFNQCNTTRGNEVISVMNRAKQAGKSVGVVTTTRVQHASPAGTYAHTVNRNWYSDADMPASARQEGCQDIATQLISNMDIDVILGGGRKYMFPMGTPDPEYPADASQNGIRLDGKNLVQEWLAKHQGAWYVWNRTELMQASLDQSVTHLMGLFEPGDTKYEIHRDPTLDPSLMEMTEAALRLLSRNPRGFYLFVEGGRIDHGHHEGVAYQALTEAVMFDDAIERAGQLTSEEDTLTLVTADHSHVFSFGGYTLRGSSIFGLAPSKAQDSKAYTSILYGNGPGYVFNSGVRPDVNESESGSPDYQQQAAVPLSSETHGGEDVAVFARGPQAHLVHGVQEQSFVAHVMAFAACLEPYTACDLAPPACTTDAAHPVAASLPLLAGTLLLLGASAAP
# APOBEC3G inh = APOBEC3G (human) deaminase inhibition; Q9HC16; recombinant A3G, ssDNA deamination FAM/TAMRA fluorescence; inhibition, % at 20 µM; hit rate 0.28% among 330,000;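 active = inhibition of at least 40% at 20 µM, with no more than 30% in the related APOBEC3A deaminase screen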;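 note: plate controls were DMSO wells with A3G for no effect and wells lacking A3G enzyme for full effect; some compounds called inactive have numbers as strong as hits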
# hIAP block = blocks human intestinal alkaline phosphatase; purified IAP, CDP-Star luminescence, 30 min; inhibition, % at 10 µM; hit rate 0.12% among 330,000; AID 2544;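 active = inhibition reaching a set limit with compound at 10 µM in the primary screen, cut at about 35% in these data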;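 note: plate controls were DMSO wells with enzyme for no effect and no-enzyme buffer wells for full effect; values of inactives mirror those of a sister screen read the other way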
# MPTP block = inhibitors of mitochondrial permeability transition pore; isolated mouse mitochondria, Ca2+ swelling absorbance, 30 min; hit rate 1.4% among 360,000; inhibition, % at 10 µM;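 active = inhibition of 50% or more, scaled per plate between neutral and stimulator controls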;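 note: 0% = DMSO wells given calcium and 100% = 1 mM EGTA wells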
# A3A deaminase = inhibitors of human APOBEC3A DNA deaminase. recombinant A3A, FAM/TAMRA ssDNA deamination fluorescence. inhibition, % at 20 µM. hit rate 0.41% among 330,000. AID 493011;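 active = at least 40% inhibition at 20 µM here, with at most 30% in a related deaminase screen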;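 note: plate controls were A3A with DMSO for no effect and wells lacking A3A enzyme for full effect; some results filed as inactive read as strong as hits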
# Target sequence (P31941 whole entry, looked up): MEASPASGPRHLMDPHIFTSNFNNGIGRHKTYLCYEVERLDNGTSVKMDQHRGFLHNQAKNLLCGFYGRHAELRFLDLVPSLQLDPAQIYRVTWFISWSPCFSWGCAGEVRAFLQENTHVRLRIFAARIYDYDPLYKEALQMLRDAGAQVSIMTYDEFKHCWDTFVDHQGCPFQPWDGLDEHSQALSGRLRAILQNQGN
# ATG4B inh = inhibitors of human ATG4B cysteine protease; hit rate 0.51% among 340,000; ATG4B cleavage of LC3-PLA2, NBD-HPC fluorescence, 1 h; inhibition, % at 8.33 µM; Q9Y4P1; in the data active = inhibition above about 40%
# Target sequence (Q9Y4P1 whole entry, looked up): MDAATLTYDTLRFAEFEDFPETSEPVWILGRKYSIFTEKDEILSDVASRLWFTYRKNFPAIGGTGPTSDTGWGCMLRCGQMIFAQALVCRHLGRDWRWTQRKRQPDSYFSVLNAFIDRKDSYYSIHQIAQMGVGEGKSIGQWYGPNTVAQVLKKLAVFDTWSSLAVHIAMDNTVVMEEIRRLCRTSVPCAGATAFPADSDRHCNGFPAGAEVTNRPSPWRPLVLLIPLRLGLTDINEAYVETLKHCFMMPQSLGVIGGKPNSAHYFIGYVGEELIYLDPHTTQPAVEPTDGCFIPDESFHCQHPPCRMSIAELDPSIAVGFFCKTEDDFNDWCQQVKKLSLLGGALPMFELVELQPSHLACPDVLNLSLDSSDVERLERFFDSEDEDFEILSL
# Numbers without * were called inactive.
SMILES,mIAP activ,mIAP inh,MIN6 prolif,hIAP activ,APOBEC3G inh,hIAP block,MPTP block,A3A deaminase,ATG4B inh
CCN(CC)CCNC(=O)c1ccc(NC(=O)C2CCN(S(=O)(=O)c3ccc4c(c3)OCCO4)CC2)cc1,1.07,-7.2,2.8,0.913,3.8,8.7,-0.6,37.7,-12.7
Cc1cccc(N2CCN(C(=O)CCCn3c(=O)[nH]c4ccsc4c3=O)CC2C)c1 (stereo not given),1.04,-4.5,0.0,0.894,-5.5,10.6,-1.3,-1.6,-3.7
C/C(=N/NC(=O)c1cccs1)c1ccc(NC(=O)COc2ccc(Cl)cc2)cc1,0.961,3.9,-0.7,0.975,-4.1,2.5,4.2,-2.6,-0.7
COC(=O)c1sccc1NC(=S)OC,0.997,0.3,-0.2,0.82,-0.2,18.0,0.7,-2.2,-8.0
COc1ccc(-n2c(C)c(C(C)=O)c3cc(OCC(N)=O)ccc32)cc1,0.968,3.2,-0.2,0.937,3.7,6.3,-1.7,4.5,49.9*
Cc1ccccc1C(C(=O)NCc1ccccc1)N(Cc1ccco1)C(=O)c1ccccn1 (stereo not given),1.09,-9.0,6.1,0.988,-0.8,1.2,-0.4,-0.6,-5.3
COc1ccc(CCNC(=O)CSc2nn(-c3ccccc3)c(=S)s2)cc1OC,1.05,-5.2,-0.1,1.02,-4.8,-1.9,2.0,1.9,1.6
CCOP(=O)(c1ccccc1)C1(O)CCCCC1 (stereo not given),1.05,-5.2,-2.4,0.903,0.9,9.7,-4.5,3.9,-9.6
CCNC(=O)C1CCCN1S(=O)(=O)c1ccc(C)cc1 (stereo not given),0.917,8.3,-1.3,1.13,0.6,-12.9,-0.8,0.9,-2.9
Cc1cc(Br)c(S(=O)(=O)NCCN2CCOCC2)cc1C,0.988,1.2,0.5,1.01,-2.4,-1.3,-0.3,-0.9,-3.8
Cc1occc1C(=O)Nc1ccc([N+](=O)[O-])cc1Br,1.04,-4.4,1.7,0.976,-1.4,2.4,-0.2,-0.7,5.1
CCN(Cc1cc(=O)oc2cc(C)ccc12)c1ccccc1,0.985,1.5,-3.2,1.12,-5.9,-12.3,-0.5,-3.9,4.2
O=C(CN1c2ccccc2Sc2ccccc21)NNC(=O)Nc1ccc(Cl)cc1,0.98,2.0,-6.0,1.62,-5.8,-62.1,38.5,-2.8,2.2
CCOc1ccc2nc(NCCNC(=O)CC)c(C#N)cc2c1,0.976,2.4,1.6,0.927,-4.0,7.3,0.9,-2.8,-12.9
Cc1cc(=O)oc(C)c1C(=O)NCc1ccco1,1.02,-2.5,-1.2,0.988,4.6,1.2,-0.8,2.3,-11.9
CN(C)CCN(C(=O)C1CCCCC1)c1nc2cc3c(cc2s1)OCO3,0.908,9.2,-0.9,1.19,0.1,-18.5,1.8,-5.8,4.2
O=C(CSc1ncn[nH]1)Nc1ccc(Br)cc1Br,0.892,10.8,2.2,1.3,-6.0,-29.6,-0.8,-0.8,-5.2
COCCCNC(=O)c1cc(Nc2ccc(OC)cc2OC)nc2ccccc12,0.956,4.4,-0.4,1.04,-6.5,-4.2,0.6,-3.9,-1.9
COc1ccc(/C=C2\SC(=S)N(CCCC(=O)N3CCOCC3)C2=O)cc1OC,0.85,15.0,0.0,0.845,-8.9,15.5,-0.1,-2.8,-12.6
NC(=O)CCN1CCN(CCOC2Cc3cc(Cl)ccc3Sc3ccccc32)CC1 (stereo not given),0.965,3.5,0.0,0.887,-4.7,11.3,61.6*,-2.9,3.9
COc1ccc(Cn2c(=O)[nH]c3cc(C(=O)Nc4ccc(N5CCN(C)CC5)cc4)ccc32)cc1,1.02,-2.5,0.0,1.17,-4.7,-16.7,-1.1,-1.1,-9.6
CCc1cc(-c2[nH]ncc2-c2ccc([N+](=O)[O-])cc2)c(O)cc1OC,1.03,-2.6,-5.9,1.45,-5.0,-44.7,5.0,0.6,-7.2
Cc1c(C(=O)N(C)CCn2ccnc2C)oc2c(F)cccc12,0.954,4.6,-3.1,1.06,-11.4,-5.9,-0.2,-6.7,5.8
Cc1ccc(S(=O)(=O)Cn2nnnc2C(C(C)C)N2CCN(c3nc4ccccc4s3)CC2)cc1 (stereo not given),0.937,6.3,-2.8,0.918,-2.7,8.2,-0.1,-0.5,12.9
O/N=C1\CCCc2ccccc21,0.974,2.6,-3.9,0.987,-2.7,1.3,-2.5,0.9,-4.1

# As entered above:
# mIAP inh result of Cc1c(C(=O)N(C)CCn2ccnc2C)oc2c(F)cccc12 → 4.6
# MIN6 prolif result of COc1ccc(-n2c(C)c(C(C)=O)c3cc(OCC(N)=O)ccc32)cc1 → -0.2
# MIN6 prolif result of Cc1cc(=O)oc(C)c1C(=O)NCc1ccco1 → -1.2
# mIAP activ result of NC(=O)CCN1CCN(CCOC2Cc3cc(Cl)ccc3Sc3ccccc32)CC1 (stereo not given) → 0.965

# The listing picks up with the two entries that preceded the break.
SMILES,mIAP activ,mIAP inh,MIN6 prolif,hIAP activ,APOBEC3G inh,hIAP block,MPTP block,A3A deaminase,ATG4B inh
Cc1ccc(S(=O)(=O)Cn2nnnc2C(C(C)C)N2CCN(c3nc4ccccc4s3)CC2)cc1 (stereo not given),0.937,6.3,-2.8,0.918,-2.7,8.2,-0.1,-0.5,12.9
O/N=C1\CCCc2ccccc21,0.974,2.6,-3.9,0.987,-2.7,1.3,-2.5,0.9,-4.1
O=C(CC(c1ccccc1)c1cc(Br)ccc1O)N1CCCCC1 (stereo not given),1.19,-19.2,-4.6,1.14,-6.8,-13.5,6.0,6.5,-0.9
O=C(CN1C(=O)C2C3CC(C(Br)C3Br)C2C1=O)N1CCN(Cc2ccccc2)CC1 (stereo not given),1.1,-10.4,-0.9,0.915,-1.8,8.5,2.4,-4.4,2.2
CCOC(=O)C1(C)C=C(Nc2ccc(NC(C)=O)cc2)C(=O)N1c1ccc(NC(C)=O)cc1 (stereo not given),1.11,-11.1,0.5,1.05,-5.0,-4.6,3.1,-4.7,-8.8
COc1ccc(Br)cc1CNCC1CCCO1 (stereo not given),1.01,-1.1,-2.1,1.04,-1.3,-4.4,1.1,-0.3,1.6
Cc1cc(NC(=NC2CC2)c2ccccc2)n(-c2ccccc2)n1,0.899,10.1,-0.8,1.01,-1.0,-0.8,-0.9,5.9,-0.9
O=C(NCc1cccnc1)c1ccc(Br)s1,0.897,10.3,0.0,0.911,-5.8,8.9,-0.6,0.5,-5.5
OC(COCC(F)(F)C(F)(F)C(F)(F)C(F)F)Cn1c2ccc(Cl)cc2c2cc(Cl)ccc21 (stereo not given),0.961,3.9,-6.3,0.925,-8.7,7.5,80.4*,-2.7,-2.7
CCOc1ccc(C(=S)N2CCN(C)CC2)cc1,1.03,-3.1,1.5,1.1,-1.1,-9.6,1.8,-4.5,-0.1
CSc1nc(C)cc(Oc2ccc(=O)n(C)n2)n1,1.07,-6.7,0.1,1.13,-0.7,-12.6,1.4,7.3,-2.0
Cc1cc(C(=O)Nc2ccc(C#N)cc2)on1,1.05,-5.0,-1.7,0.86,-1.5,14.0,1.0,-0.5,-5.4
Cn1c2ccccc2c2c(C(=O)O)cn(C3CCCC3)c(=O)c21,0.926,7.4,-2.3,0.833,-3.6,16.7,0.0,-2.1,-3.4
COc1ccc(C(=O)N2CCN(c3ccccc3OC)CC2)cc1,1.02,-2.5,2.7,1.03,-7.0,-3.3,-1.2,29.0,-0.2
COc1cccc(-c2ccc(SCC(=O)NC3CCCC3)nn2)c1,0.987,1.3,0.0,1.06,-7.6,-5.7,-1.6,-0.7,-2.8
CCOc1ccc(NC(=O)CN(C)C(=O)c2c(C)nn(-c3ccccc3)c2Cl)cc1OCC,0.985,1.5,-2.1,1.11,-9.9,-11.2,-2.8,0.5,-7.1
Cc1c(C(Nc2ccccn2)c2ccccc2)c(=O)n(-c2ccccc2)n1C (stereo not given),0.993,0.7,-2.5,0.91,-4.8,9.0,-2.3,-2.0,10.5
Cc1cc(C(=O)COC(=O)Cc2ccc(Cl)cc2)c(C)n1C,1.01,-1.0,-0.4,1.08,4.4,-7.6,-3.0,5.0,13.2
CCOC(=O)c1c(C)n(C)c2ccc(OC)c(NS(=O)(=O)c3ccc(Cl)s3)c12,1.04,-3.9,-2.6,1.11,4.7,-11.0,4.0,3.7,-8.6
Cc1nn(-c2ccccc2)c(N)c1C(c1ccc(C(C)C)cc1)c1c(C)nn(-c2ccccc2)c1N,1.04,-3.6,0.0,0.811,-5.7,18.9,-0.4,0.2,-3.3
CCn1c2ccccc2c2cc(N=C3SC(CC(=O)Nc4ccccc4)C(=O)N3C)ccc21 (stereo not given),1.14,-14.3,-1.5,0.931,-0.9,6.9,2.0,-0.7,8.0
CCOc1ccc(N2C(=O)/C(=C\c3ccc(O)c(OC)c3)S(=O)(=O)C2c2cccc([N+](=O)[O-])c2)cc1 (stereo not given),0.674,32.6,-1.9,0.677,-3.0,32.3,-4.4,1.0,-3.5
Cc1ccccc1Cn1c(NC2CCCC2)nc2c1c(=O)[nH]c(=O)n2C,1.05,-4.8,5.1,1.37,-6.9,-36.9,0.6,0.0,-7.1
S=c1[nH]nc(C2CCCCC2)n1/N=C/C(Cl)=C\c1ccccc1,0.811,18.9,-6.8,1.01,-6.1,-1.5,3.0,-2.4,16.3
COc1ccc(NC(=O)CC2C(=O)N(c3ccc(Cl)cc3)C(=S)N2CCc2ccccn2)cc1 (stereo not given),0.844,15.6,-3.8,0.818,-5.5,18.2,1.6,-4.0,-13.0
COc1c(C)cccc1C(=O)Nc1ccc(CN2CCCCC2)cc1,0.973,2.7,0.7,0.879,-5.5,12.1,0.9,-1.8,-5.5
Cn1ccnc1SCC(=O)NCC(=O)Nc1ccc(F)c(F)c1F,0.979,2.1,2.7,1.08,-2.8,-8.1,-0.5,-2.1,-4.2

# The listing continues.
SMILES,mIAP activ,mIAP inh,MIN6 prolif,hIAP activ,APOBEC3G inh,hIAP block,MPTP block,A3A deaminase,ATG4B inh
COc1ccc(O)c(/C=N/NC(=O)c2cc(=O)[nH]c3ccccc23)c1,0.979,2.1,-3.0,1.5,-3.2,-49.5,2.1,1.1,-13.2
Cc1scc(C(=O)N/N=C/c2ccc(OCC(C)C)cc2)c1C,0.779,22.1,-1.4,0.898,-3.6,10.2,-1.1,-0.7,3.8
CC(C)(C)NC(=O)C(c1ccco1)N(C(=O)c1ccc(CN2CCOCC2)o1)c1ccccc1 (stereo not given),0.927,7.3,1.6,0.844,-7.6,15.6,0.0,10.4,3.1
CCO[C@@H]1OC(C(=O)N2CCN(Cc3ccccc3)CC2)=C[C@H](c2ccc(C(F)(F)F)cc2)[C@H]1CCCO,0.922,7.8,-6.4,1.1,-11.1,-10.1,-1.2,-6.5,-10.2
CCCCCn1c2c(c(=N)c3ccccc31)CCC2,1.13,-13.4,-3.4,1.08,18.2,-7.6,9.4,57.5*,3.7
O=S(=O)(c1cccc(-c2n[nH]c(=S)n2-c2cccc(C(F)(F)F)c2)c1)N1CCOCC1,0.939,6.1,-1.3,1.05,6.7,-5.4,-0.7,-1.8,-3.5
COc1ccc(C(=O)NCC(c2ccco2)N2CCc3ccccc3C2)cc1 (stereo not given),0.997,0.3,0.1,1.11,-4.7,-10.6,-0.5,-0.6,-3.5
O=C(CN1CCN(CC(=O)Nc2ccccc2F)CC1)Nc1cccc(F)c1,0.97,3.0,-2.7,1.04,-8.8,-4.3,0.9,-1.9,4.7
Cc1ccnc(SCc2ccc([N+](=O)[O-])cc2)n1,1,-0.5,-2.0,0.937,-2.8,6.3,0.0,-2.1,-1.9
COc1ccc(-c2csc(NC(=O)c3ccccc3F)c2C(=O)O)cc1,0.947,5.3,0.2,0.968,-2.7,3.2,0.4,-2.0,14.2
O=C(Nc1ccc(Br)cc1)c1ccc(F)c(S(=O)(=O)NCc2cccs2)c1,1.03,-3.1,-6.2,1.1,-0.1,-9.6,96.8*,4.1,-5.3

# Source: PubChem
